Screening results from PubChem.
Myeloid diff 2: induction of myeloid progenitor differentiation, primary screen, cell-based, flow cytometry, MLPCN library; ER-HoxA9 myeloid progenitors, lysozyme-GFP differentiation; AID 624256, 2012; 360,000 tested, 1% active; calls only at 10 µM;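 active = normalized GFP-positive differentiation at or above the plate's own cutoff, the solvent-only control mean plus 3 SD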;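 note: cells exposed to compound for four days before flow analysis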
KOR beta-arrestin-1: KOR antagonists, beta-arrestin recruitment, cell-based, luminescence, uHTS (AID 1778); Kappa-type opioid receptor (Homo sapiens); KOR beta-arrestin recruitment, luminescence, antagonist mode; higher % means a stronger effect; inhibition, % at 10 µM; hits with a dose series show IC50 in µM; 290,000 tested, 0.091% active; note: strong numbers were not always called active
KOR beta-arrestin-2: KOR agonists, beta-arrestin recruitment, primary screen, cell-based, luminescence, uHTS (AID 1777); Kappa-type opioid receptor (Homo sapiens); KOR beta-arrestin recruitment, luminescence; higher % means a stronger effect; activation, % at 10 µM, or EC50 in µM where a hit was titrated; 280,000 tested, 0.02% active; in the data active = activation above about 50%, passing the limit was not always enough; note: a part of the inactive calls stands beside numbers as strong as those of hits
HEK293 NOD2/NF-kB: NOD2 signaling inhibitors, cell-based, luminescence, uHTS, HEK293 (AID 1566) | HEK293 NOD2/NF-kB luciferase reporter, luminescence; higher % means a stronger effect | one-dose inhibition, % at 4 µM; EC50 in µM for titrated hits | 290,000 tested, 0.63% active; note: many of its hits are not listed in these tables
GPR35 arrestin U2OS: GPR35 antagonists blocking zaprinast-driven arrestin recruitment, primary screen, imaging, U2OS, beta-arrestin-GFP, zaprinast agonist (AID 2058). G-protein coupled receptor 35 (Homo sapiens). U2OS GPR35 beta-arrestin-GFP translocation imaging, zaprinast antagonism; higher % means a stronger effect. inhibition, % at 10 µM; hits with a dose series show IC50 in µM. 290,000 tested, 0.052% active;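 active = inhibition of at least 50% with at least 30 cells and total cytoplasm GFP at most 10,000,000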
NOD1 inhibition: NOD1 signaling inhibitors, primary screen, cell-based, luminescence, uHTS (AID 1578). inhibition, % at 4 µM; hits with a dose series show EC50 in µM. NOD1-driven NF-kB luciferase reporter cells, luminescence; higher % means a stronger effect. 290,000 tested, 1% active; in the data active = inhibition mostly above about 36%, no sharp cut-off; inactive = mostly below about 34%;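 note: HEK-293T reporter cells stimulated with the NOD1 agonist gamma-tri-DAP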
HIV fusion peptide: inhibitors of HIV fusion peptide binding, primary screen, biochemical, uHTS, fluorescence dequenching (AID 1986). cell-free peptide binding, fluorescence dequenching, 30 min; higher % means a stronger effect. inhibition, % at 20 µM; hits with a dose series show IC50 in µM. 290,000 tested, 0.3% active; in the data active = inhibition mostly above about 52%, no sharp cut-off; inactive = mostly below about 76%; note: some results filed as inactive read as strong as hits
GPR55 antagonists: GPR55 antagonists blocking LPI-driven arrestin recruitment, primary screen, imaging, U2OS, beta-arrestin-GFP, LPI agonist (AID 2013). inhibition, % at 10 µM, or IC50 in µM where a hit was titrated. U2OS GPR55 beta-arrestin-GFP translocation imaging, LPI antagonism; higher % means a stronger effect. 290,000 tested, 0.13% active;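 active = spots per cell inhibited over 60%, with over 100 cells counted and total cytoplasm intensity under 500,000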;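 note: U2OS cells stably carrying GPR55 and arrestin-GFP stimulated by 5 µM LPI near EC80; imaged beta-arrestin-GFP aggregate spots per cell after agonist stimulation; plate controls were LPI-stimulated DMSO wells for no effect and DMSO wells without LPI for full effect; some results filed as inactive read as strong as hits; confirmed hits need IC50 under 10 µM and bright autofluorescent wells are also inconclusive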
GPR55 activation: GPR55 agonists via beta-arrestin recruitment, primary screen, imaging, U2OS cells, beta-arrestin-GFP redistribution (AID 1961); G-protein coupled receptor 55 (Homo sapiens); U2OS GPR55 beta-arrestin-GFP redistribution imaging; higher % means a stronger effect; one-dose activation, % at 10 µM; EC50 in µM for titrated hits; 290,000 tested, 0.048% active;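 active = activation above 40% with more than 50 cells counted in the well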;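 note: U2OS osteosarcoma cells stably expressing GPR55 and beta-arrestin-GFP; plate controls were DMSO negative control for no effect and LPI positive control for full effect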
Myeloid diff 2 GFP+ MAC1+ %: second read-out of Myeloid diff 2, no call of its own (marks repeat the call); GFP+ MAC1+ double positive, %; measured here: differentiation confirmed by MAC1 staining
* hit, by the source's call; i = inactive; nt = not tested or not shown; + = active, no number; [ ] = dose if it differs, or a comment. Cut-off read from the data, not from the text of the source, unless noted: active = inhibition above about 50%; inactive = the rest. A portion of the library. The share of hits here may be higher or lower than overall.

molecule	HEK293 NOD2/NF-kB	GPR35 arrestin U2OS	Myeloid diff 2	Myeloid diff 2 GFP+ MAC1+ %	KOR beta-arrestin-1	KOR beta-arrestin-2	HIV fusion peptide	GPR55 activation	GPR55 antagonists	NOD1 inhibition
CCOc1cc(NC(=S)NCCOC)c(OCC)cc1NC(=O)c1ccco1	-10%	-1%	i	0.6	-12%[20 µM]	-9.3%	0.9%	0.3%	8%	-32%
Cc1cccc(CSC2=NCCN2S(=O)(=O)c2ccc(F)cc2)c1	9%	-3%	i	0.6	6%	6.9%	-1.5%	-0.1%	6%	-8%
CCc1cccc(N(C(=O)c2csnn2)C(C(=O)NC2CCCC2)c2cccnc2)c1 (centres undefined)	4%	1%	i	0.3	-52%	3.8%	1.8%	-0.1%	13%	-10%
CC(C)(Oc1ccc(CCNC(=O)c2ccc(-c3ccc(Cl)cc3)o2)cc1)C(=O)O	6%	12%	i	0.1	-73%[20 µM]	0.2%	7.1%	-0.1%	5%	-23%
COc1ccc(NC(=O)COC(=O)[C@@H](NC(=O)c2c(F)cccc2F)C(C)C)cc1	-6%	1%	i	0.3	-38%	0.7%	-1.1%	0.6%	-20%	-15%
COC(=O)c1ccccc1NC(=O)CNc1cc(OC)c(OC)cc1C	42%	7%	i	0.1	8%	0.2%	-3.5%	-0.1%	2%	25%
COCCNC(=S)NNC(=O)c1cc(-c2cccnc2)nc2ccccc12	2%	-4%	i	0.6	22%	-1.6%	-2.9%	-0.1%	12%	-12%
CCN(CC)S(=O)(=O)c1ccc(Cl)c(NC(=O)c2ccc(C#N)cc2)c1	4%	-14%	i	1.2	2%	2.7%	1.8%	-0.3%	8%	-7%
Cc1ccccc1N(CC(=O)NCc1ccc2c(c1)OCO2)C(=O)CCC(=O)Nc1ccccn1	-6%	17%	i	1.4	27%	-2.8%	1.9%	0.2%	2%	-11%
Cc1cc[n+](-c2[nH]c(=O)sc2/C=N/N=C(\[O-])c2ccncc2)cc1	-3%	-2%	i	3.1	-9%	1.1%	24%	0.3%	15%	-15%
CC(C)(C)NC(=O)CN(C(=O)CS(=O)CC(=O)Nc1ccc(F)cc1)c1ccc(Cl)cc1 (centres undefined)	12%	-15%	i	0.9	20%	-0.3%	-0.3%	-0.1%	-7%	-31%
Cc1cccc(C(=O)OCCN2CCOCC2)c1	5%	-2%	i	1.6	-14%[20 µM]	nt	-1.4%	-0.2%	-18%	9%
O=C(/C=C\Nc1ccccn1)c1ccc(Cl)cc1	-56%	6%	+	14*	-22%	1.9%	-0.5%	-2.3%	19%	12%
O=C(CCN1CCCCC1)Nn1c(=S)[nH]c2ccccc2c1=O	10%	-5%	i	1.1	6%	2.3%	-4.0%	0.3%	-11%	-9%
CC(=N[C@@H]1CCCC[C@H]1N=C(C)c1ccccc1O)c1ccccc1O	9%	-20%	i	0.4	-2%	12%	1.2%	-0.4%	12%	-6%
O=C(NCc1ccco1)c1ccc2c(c1)C(=O)N(Cc1ccccc1)C2=O	-15%	-20%	i	0.8	19%	-3.7%	-1.4%	-0.2%	4%	-33%
COc1ccc(/C=N/N(C)C2=NCCN2)c(OC)c1OC	-39%	18%	i	0.7	1%	-0.5%	-2.5%	0.6%	2%	12%
COc1ccc(-c2cc3c(=O)n(CC(=O)NCCCN4CCN(Cc5ccccc5)CC4)ncn3n2)cc1	11%	20%	i	2.0	15%	9.3%	-1.2%	-0.1%	-2%	-13%
COc1ccc(Cn2c(C3CC3)nc3ccc(NC(C)=O)cc3c2=O)cc1	-86%	-11%	+	9.8*	-27%	4.4%	-0.5%	-0.3%	-1%	-44%
Cc1c(N2C(=O)/C(=C\C3CC=CCC3)SC2=S)c(=O)n(-c2ccccc2)n1C (centres undefined)	13%	11%	i	0.3	24%	0.1%	9.4%	-0.3%	10%	-2%
COc1ccc(N2CCN(C(=O)CN(C3CCCCC3)S(C)(=O)=O)CC2)cc1	-15%	-5%	i	0.1	6%[20 µM]	-1.2%	-0.7%	0.0%	-7%	-34%
CC1=NNC(=O)C1CC(=O)N/N=C(\C)c1cccs1 (centres undefined)	11%	6%	i	0.2	-25%	0.0%	-1.0%	-0.7%	2%	-31%
CCC1=Nc2cc(C(=O)NCc3cccnc3)ccc2Sc2ccc(C)cc21	1%	7%	nt	nt	-23%	2.4%	-0.5%	-0.3%	-5%	3%
O=C(O)CSc1nc(SCc2ccccc2Cl)nc2c1CCCC2	15%	12%	i	1.4	-2%	-1.9%	11%	-0.3%	-4%	-9%

Random excerpt: 2 records from the list.
molecule	HEK293 NOD2/NF-kB	GPR35 arrestin U2OS	Myeloid diff 2	Myeloid diff 2 GFP+ MAC1+ %	KOR beta-arrestin-1	KOR beta-arrestin-2	HIV fusion peptide	GPR55 activation	GPR55 antagonists	NOD1 inhibition
O=C(/C=C\Nc1ccccn1)c1ccc(Cl)cc1	-56%	6%	+	14*	-22%	1.9%	-0.5%	-2.3%	19%	12%
CC1=NNC(=O)C1CC(=O)N/N=C(\C)c1cccs1 (centres undefined)	11%	6%	i	0.2	-25%	0.0%	-1.0%	-0.7%	2%	-31%

Ordered by value in HIV fusion peptide (highest first): 6 of the compounds above.
Structure | HIV fusion peptide
O=C(O)CSc1nc(SCc2ccccc2Cl)nc2c1CCCC2 | 11%
CC(=N[C@@H]1CCCC[C@H]1N=C(C)c1ccccc1O)c1ccccc1O | 1.2%
COc1ccc(-c2cc3c(=O)n(CC(=O)NCCCN4CCN(Cc5ccccc5)CC4)ncn3n2)cc1 | -1.2%
O=C(NCc1ccco1)c1ccc2c(c1)C(=O)N(Cc1ccccc1)C2=O | -1.4%
COc1ccc(/C=N/N(C)C2=NCCN2)c(OC)c1OC | -2.5%
O=C(CCN1CCCCC1)Nn1c(=S)[nH]c2ccccc2c1=O | -4.0%

The list goes on.
molecule	HEK293 NOD2/NF-kB	GPR35 arrestin U2OS	Myeloid diff 2	Myeloid diff 2 GFP+ MAC1+ %	KOR beta-arrestin-1	KOR beta-arrestin-2	HIV fusion peptide	GPR55 activation	GPR55 antagonists	NOD1 inhibition
O=C(NCc1ccccc1Cl)c1cccc(NC2=NC3CS(=O)(=O)CC3S2)c1 (centres undefined)	25%	0%	i	4.2	20%[20 µM]	-6.3%	0.1%	-0.1%	-8%	10%
O=C(N/N=C/c1cc2c(cc1Br)OCO2)c1cccnc1	1%	6%	i	1.2	-33%	0.6%	-0.8%	-0.2%	1%	-23%
CCOC(=O)Cc1csc(NC(=O)NC2(C(F)(F)F)Oc3ccccc3O2)n1	5%	18%	i	0.4	-32%	-4.4%	0.6%	-0.2%	9%	14%
CC(CCc1ccccc1)NC(=O)c1ccc(F)cc1 (centres undefined)	16%	11%	i	0.5	-40%[20 µM]	0.5%	1.1%	-0.4%	6%	-39%
COC(=O)CSC1=C(C#N)C(c2ccc(C)o2)CC(=O)N1 (centres undefined)	-33%	-5%	i	0.4	-70%[20 µM]	nt	-0.9%	-0.2%	-28%	-36%
O=C(Nc1nc2ccc(S(=O)(=O)N3CCCC3)cc2s1)C1CCCCC1	-28%	15%	nt	nt	-184%	2.5%	1.3%	0.3%	-24%	-2%
CCCCCCC(=O)N(O)C1CC(=O)N(c2ccc(Cl)cc2)C1=O (centres undefined)	-28%	-2%	i	1.0	10%	nt	2.3%	-0.1%	6%	-2%
O=C(CSc1n[nH]c(-c2ccco2)n1)Nc1ccc(Br)cc1	-1%	-20%	i	1.3	-3%	1.8%	4.1%	-0.1%	-4%	-9%
COc1ccccc1NC(=O)c1ccc2c(c1)N(CC(=O)NC(C)C)C(=O)C(C)(C)O2	19%	0%	i	0.8	-12%	-1.1%	0.8%	-0.1%	11%	-20%
CCC(OC(=O)c1cccs1)C(=O)NCc1ccc2c(c1)OCO2 (centres undefined)	3%	-9%	i	1.1	9%	2.3%	0.6%	0.2%	-5%	nt
O=C(CNC(c1ccccc1)c1ccccc1)Nc1ccc(F)cc1	-20%	-11%	i	0.3	-11%	4.5%	0.0%	-0.6%	-6%	10%
COc1ccc(CCN2CC(C(=O)NCCc3cnn(C)c3)CCC2=O)cc1 (centres undefined)	-2%	7%	i	6.5	-47%	-3.6%	-0.8%	-0.2%	-18%	-21%
CCc1cc(C(c2cccc(OC)c2)N2CCOCC2)c(NC(=O)c2ccccc2)s1 (centres undefined)	27%	20%	i	0.4	6%	-2.6%	-3.8%	-0.1%	2%	nt
COc1cc(NC(=O)C2CCN(S(=O)(=O)c3ccc4c(c3)CC(C)N4C(C)=O)CC2)cc(OC)c1OC (centres undefined)	19%	-7%	i	11	-18%	-4.3%	-0.5%	-0.1%	10%	-18%
COc1ccc(NC(=O)c2ccco2)cc1NC(=O)c1ccccc1[N+](=O)[O-]	2%	-3%	i	1.2	5%	-3.6%	1.8%	0.3%	14%	-21%
O=S(=O)(Nc1cc(S(=O)(=O)N2CCOCC2)ccc1N1CCOCC1)c1ccc2c(c1)OCCO2	-1%	22%	i	0.2	14%	-2.1%	-2.2%	-0.4%	2%	-37%
O=C(NCCSc1ccccc1)c1cccnc1	-14%	17%	i	7.4	-47%	-0.3%	-2.9%	-0.1%	-19%	15%
Cc1nc(NC(=O)COc2ccccc2)sc1C(=O)Nc1ccccc1	-5%	28%	i	0.8	-7%	-1.3%	-1.2%	-0.4%	8%	17%
COc1ccc(S(=O)(=O)N2CCC(C(=O)NCCC(=O)NCc3cccc(OC)c3)CC2)cc1	14%	6%	i	1.0	-8%	-0.9%	1.4%	-0.1%	7%	-26%
COc1ccc(OC)c(NC(=O)CSc2nc(N)c(-c3ccccc3)c(=O)[nH]2)c1	8%	-8%	i	1.2	18%	-1.7%	-1.0%	0.2%	0%	-9%
COc1ccc(CSC(=N)N)cc1[N+](=O)[O-]	6%	-6%	i	0.7	-13%	1.1%	-1.9%	-0.1%	9%	7%
CC1(C)CC(=O)C2=C(C1)N=C1SCCC(=O)N1C2c1ccccc1 (centres undefined)	10%	14%	i	6.2	-42%	-11%	16%	-0.3%	-3%	7%
CCSC1=NCCN1S(=O)(=O)c1ccc(NC(C)=O)cc1	-1%	-4%	i	0.4	-13%	-7.8%	0.6%	-0.4%	6%	-17%
CC1(C)CC(NC(=O)CC2CCCCC2)CC(C)(C)N1	-10%	14%	i	0.6	-4%	5.4%	-1.7%	-0.3%	-8%	-4%
CN(C(=O)Nc1ccccc1)C1CCCCC1	16%	-2%	i	0.6	27%	-1.8%	-0.8%	-0.2%	5%	8%
